# High-throughput results as filed in PubChem BioAssay.
# Caspase-7 inhib: allosteric or competitive inhibitors of human caspase-7; AID 889; hit rate 0.02% among 75,000; Potency, µM (highest dose often 57.5 µM), without a hit: top-dose activity change, negative = inhibition, actives largely listed as inhibitors; recombinant caspase-7, Ac-DEVD-AFC fluorescence rate; active means well fitted inhibition curve with a large enough effect in the main read-out, with a control signal flat, not every such curve was filed as active; inconclusive means small, poorly fitted or top-dose-only effect, or a change in a side signal; further: potency means the concentration at half of the fitted maximal effect; % of control where 0% means no effect
# ERK AVP block: blocks ERK signaling stimulated by vasopressin; HEK293-V1b, vasopressin-stimulated pERK AlphaScreen; Potency, µM (series often up to 57.5 µM), for the others: at the highest dose activity, negative = inhibition, usual class: inhibitors; hit rate 0.99% among 72,000; AID 995; further: potency means the concentration at half of the fitted maximal effect; on the % scale 0 is the no-effect control and ±100 the full control effect; nearly all actives have a fitted effect of over 55% in size
#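 Overnight-seeded V1b-HEK293 cells in 1% FBS got compound, then vasopressin (25 nM final, 5 min, 37C), then lysis buffer. AlphaScreen detection of phospho-ERK; activity normalized to basal and full-stimulation controls.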
# 4MU fluor: compounds fluorescent in 4-MU spectral region; AID 589; compound autofluorescence, 340/450 nm, 4-MU equivalents; stronger effect = higher value; max dye-equivalent concentration, M; hit rate 11% among 59,000; in the data active means max dye-equivalent concentration above about 10 nM; inconclusive means mostly about 1.1 nM to 9.6 nM
#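 Intrinsic fluorescence at 340/450 nm (ex/em) was read after 15 min at room temperature in pH 8.0, 100 mM Tris. Each compound concentration expressed as 4-MU-equivalent concentration from a six-point 4-MU standard series on each plate.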
# Caspase-1 inhib: blocks human caspase-1 allosterically or competitively | Potency, µM (top dose mostly 57.5 µM), inactives show at the top dose activity change, negative = inhibition, hits mostly inhibitors | AID 900 | Caspase-1 enzyme, Ac-WEHD-AFC fluorogenic rate | hit rate 0.03% among 75,000;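 further: potency means the concentration at half of the fitted maximal effect; plate controls were vehicle for no effect and no substrate for full effect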
# Target sequence (P29466 120-297 limits assumed): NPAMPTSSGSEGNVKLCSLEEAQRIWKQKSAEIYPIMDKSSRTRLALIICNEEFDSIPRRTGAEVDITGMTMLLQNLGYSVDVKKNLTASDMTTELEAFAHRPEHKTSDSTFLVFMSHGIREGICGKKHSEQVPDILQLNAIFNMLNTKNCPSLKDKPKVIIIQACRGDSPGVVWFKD
# Target sequence (P29466 317-404 limits assumed): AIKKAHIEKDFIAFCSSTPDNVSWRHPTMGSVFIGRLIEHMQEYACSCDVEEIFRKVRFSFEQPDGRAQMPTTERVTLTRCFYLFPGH
# A350 fluor: compound fluoresces in the Alexa 350 spectral region. max dye-equivalent concentration, M. hit rate 11% among 59,000. AID 590. Compound autofluorescence, 340/450 nm, Alexa 350 dye-equivalents; stronger effect = higher value; in the data active means max dye-equivalent concentration above about 10 nM; inconclusive means mostly about 1.1 nM to 9.6 nM
# TexasRed autofl: compound fluoresces in the Texas Red spectral region; Compound fluorescence, Texas Red channel, 547/618 nm; stronger effect = higher value; hit rate 0.06% among 59,000; max dye-equivalent concentration, M; in the data active means max dye-equivalent concentration above about 10 nM; inconclusive means between about 1.1 nM and that limit
#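 qHTS profiling of intrinsic compound fluorescence; 100 mM Tris pH 8.0; 15 min RT; ex 547 / em 618 nm; response expressed as Texas Red dye-equivalent concentration from six-point plate standard.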
# Rhodamine fluor: rhodamine region autofluorescence | max dye-equivalent concentration, M | Rhodamine-region fluorescence, 547/598 nm, Tris buffer; stronger effect = higher value | hit rate 0.05% among 59,000; in the data active means max dye-equivalent concentration above about 11 nM; inconclusive means between about 1.1 nM and that limit
#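 Compound fluorescence in 100 mM Tris, pH 8.0, read after 15 min at room temperature with 547 nm excitation and 598 nm emission. Output is dye-equivalent concentration from an on-plate rhodamine standard series.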
# HEK293 cAMP cs: raises cAMP in parental HEK293 cells, TSHR agonist counter-screen. parental HEK293 CNG cAMP sensor, membrane potential fluorescence. Potency, µM (series often up to 57.1 µM), inactives show top-dose activation, most hits filed as activators. hit rate 2.5% among 73,000; further: potency means the concentration at half of the fitted maximal effect; % of control where 0% means no effect; nearly all actives have a fitted effect of over 55% in size
#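 Counterscreen for endogenous-receptor signalling: CNG-channel HEK 293 cells report cAMP rise by membrane depolarization. After 60 min dye equilibration with 100 uM RO 20-1724, compounds incubated 30 min before bottom-read fluorescence at 590 nm.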
# Luciferase inh: firefly luciferase inhibition; purified firefly luciferase, luminescence, 8 min; Potency, µM (series often up to 57.1 µM), for inactives: at the top dose activity change, negative = inhibition, hits mostly inhibitors; hit rate 2.2% among 72,000; AID 411; further: potency means the concentration at half of the fitted maximal effect; on the % scale 0 is the no-effect control and ±100 the full control effect; nearly all actives have a fitted effect of over 40% in size
#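 Substrate buffer containing 10 uM ATP (pH 7.2 imidazole, Mg2+, KCl, detergent, BSA) is dispensed, compound pinned in, then luciferase/luciferin detector mix added. After 8 min at ambient temperature, light output is measured.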
# Fluorescein autfl: compound autofluorescence in fluorescein spectral region. Compound autofluorescence, 480/540 nm, fluorescein-equivalent; stronger effect = higher value. max fluorescein-equivalent concentration, M. hit rate 0.91% among 59,000; in the data active means max fluorescein-equivalent concentration above about 10 nM; inconclusive means between about 1.1 nM and that limit
#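 Read-out is intrinsic compound fluorescence at 480/540 nm (excitation/emission), expressed as dye-equivalent concentration using a fluorescein standard series run on every plate. Compounds sat 15 min at room temperature in 100 mM Tris, pH 8.0.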
# Tau fil binding: tau filament binding; P10636; recombinant tau filaments, thioflavin S fluorescence, 15 h; filaments grown with octadecylsulfate alongside compound; Potency, µM (series often up to 57.1 µM), for inactives: at the highest dose activity change, negative = inhibition; hit rate 2% among 71,000; AID 596;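 further: potency means the concentration at half of the fitted maximal effect; on the % scale 0 is the no-effect control and ±100 the full control effect; actives lower thioflavin S fluorescence by blocking filaments or displacing dye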
# Target sequence (P10636 whole entry, looked up): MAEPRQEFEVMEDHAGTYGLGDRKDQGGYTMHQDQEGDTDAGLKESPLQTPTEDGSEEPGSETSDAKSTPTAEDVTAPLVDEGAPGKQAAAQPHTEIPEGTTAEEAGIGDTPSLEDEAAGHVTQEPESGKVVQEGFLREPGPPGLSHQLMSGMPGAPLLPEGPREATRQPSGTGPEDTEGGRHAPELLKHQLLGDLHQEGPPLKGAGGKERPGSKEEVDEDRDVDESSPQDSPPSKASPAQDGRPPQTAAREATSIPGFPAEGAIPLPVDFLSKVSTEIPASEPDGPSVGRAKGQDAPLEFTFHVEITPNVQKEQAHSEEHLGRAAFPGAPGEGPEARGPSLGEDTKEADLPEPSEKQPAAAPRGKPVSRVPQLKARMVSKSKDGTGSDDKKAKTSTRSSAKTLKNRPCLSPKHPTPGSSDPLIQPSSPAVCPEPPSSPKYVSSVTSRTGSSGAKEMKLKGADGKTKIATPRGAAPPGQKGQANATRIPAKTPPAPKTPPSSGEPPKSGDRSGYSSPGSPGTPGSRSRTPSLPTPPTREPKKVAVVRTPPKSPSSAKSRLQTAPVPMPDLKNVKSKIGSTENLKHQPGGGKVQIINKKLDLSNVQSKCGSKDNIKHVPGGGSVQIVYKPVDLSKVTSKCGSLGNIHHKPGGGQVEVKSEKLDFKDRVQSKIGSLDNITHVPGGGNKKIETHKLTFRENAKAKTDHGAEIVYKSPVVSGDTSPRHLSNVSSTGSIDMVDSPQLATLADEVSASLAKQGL
#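 His-tagged recombinant human tau (exons 2, 3, 10; 1 uM final) fibrillized with 30 uM sodium octadecylsulfate, 15 h at 37 C, in pH 7.4 HEPES buffer with 10 uM thioflavine S and 5 mM DTT. Reduced ThS fluorescence (450/510 nm) marks activity.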
# * marks the source's active call; other numbers are inactive results; i = inactive; ? = inconclusive; . = not tested or not shown; [ ] = dose if it differs, or a comment. Unless noted, the call rests on the fitted dose curve; in most records, active means well fitted curve in the direction sought with a large enough effect; inconclusive means small, poorly fitted or top-dose-only effect, or another doubt; inactive means no such curve, though single readings can be large; an effect the other way counts as inactive or inconclusive.
SMILES,Caspase-7 inhib,ERK AVP block,4MU fluor,Caspase-1 inhib,A350 fluor,TexasRed autofl,Rhodamine fluor,HEK293 cAMP cs,Luciferase inh,Fluorescein autfl,Tau fil binding
Cc1ccc(C(=O)NC2CCN(C(=O)N3CCOCC3)CC2)cc1,0.4%,-5.3%,i,0.3%,i,i,i,-13.1%,2.5%,?,0.7%
COc1cc(S(=O)(=O)N2CCCCC2)ccc1NC(=O)c1ccc(F)cc1,-1.1%,3.2%,i,-2.6%,i,i,i,11.9%,-0.1%,i,24.8%
CCOC(=O)N1CCC(NC(=O)Cc2cn(C)c3ccccc23)CC1,-1.3%,-3.5%,i,2.2%,i,i,i,15.1%,-2.2%,i,-2.3%
Cc1ccc(C)c(OCC(=O)Nc2cc(C)on2)c1,-0.4%,-8.8%,.,2.0%,.,.,.,9.1%,-2.8%,.,1.2%
CC(C)COC(=O)Nc1ccccc1C(=O)N1CCOCC1,1.1%,-27.3%,i,-2.0%,i,?,i,0.5%,1.5%,?,-11.9%
CCCCn1nnc(NC(=O)COc2cc(C)ccc2C(C)C)n1,-2.0%,5.4%,i,-2.8%,?,i,i,-0.4%,0.6%,i,-4.1%
COc1ccccc1OCC(=O)Nc1ccc(S(=O)(=O)NC(C)=O)cc1,0.4%,1.2%,.,-1.2%,.,.,.,-4.3%,0.1%,.,2.3%
CCOC(=O)NC1(C(F)(F)F)C(=O)NC(C)=C1C(=O)OC (stereo not given),2.6%,-17.4%,i,0.3%,i,i,i,0.1%,-0.2%,i,19.0%
CCOC(=O)C1CCCN(C(=O)c2ccc(CS(=O)(=O)Cc3ccccc3C)o2)C1 (stereo not given),-1.4%,-17.5%,i,0.3%,i,i,i,8.6%,3.1%,i,-12.1%
CCOC(=O)C1CCN(C(=O)CN(Cc2ccc(Cl)cc2)S(C)(=O)=O)CC1,1.2%,-12.1%,i,0.1%,i,i,i,13.6%,1.1%,i,-3.7%
CC(C)(C)NC[C@H](O)COc1cccc2c1CCC(=O)N2,-0.5%[25.7 µM],-1.0%[25.7 µM],i,-1.8%[25.7 µM],i,i,i,-1.4%[25.6 µM],9.3%[25.5 µM],?,6.7%[25.6 µM]
CSc1oc(-c2ccccc2)nc1S(=O)(=O)c1ccc(C)cc1,-5.2%,75.1%[activator],.,0.8%,.,.,.,20.0%[11.4 µM],-2.9%,.,58.9%[11.4 µM]
Cn1c(SCc2ccccc2)nnc1C1CCCNC1 (stereo not given),1.6%,0.6%,?,-0.3%,?,i,i,-8.8%,-1.3%,?,-4.4%
CCOC(=O)N1CCC(NC(=O)Cn2nc(Cc3ccncc3)c3ccccc3c2=O)CC1,0.1%,-9.9%,.,-4.0%,.,.,.,9.9%,0.9%,.,3.2%
O=C(Nc1ccn(Cc2ccc(F)cc2)n1)c1ccncc1,-0.5%,-4.8%,i,2.4%,i,?,i,9.6%,-4.6%,i,-2.9%
COc1cccc(Nc2c(F)c(F)c(F)c(F)c2C(=O)O)c1,-0.6%,2.4%,i,-4.0%,i,i,i,?,0.8%,i,-4.1%
CCC(Sc1nc2cc3c(cc2c(=O)n1Cc1ccco1)OCO3)C(=O)Nc1cccc(OC)c1 (stereo not given),-1.5%,14.1%,i,-1.8%,i,i,i,28.7%,2.2%,i,318.4%
CC1CCc2ccccc2N1C(=O)c1cccs1 (stereo not given),1.3%,-3.3%,i,4.1%,i,?,i,?,-3.1%,i,-2.8%
COC(=O)c1cc(OC)c(OC)cc1NC(=O)c1cccnc1,0.5%,-9.9%,1.07e-07M*,-9.0%,9.26e-08M*,i,i,0.9%,2.4%,i,9.7%
Cn1cccc1C(=O)N1CCC[C@@]2(CCN(C(=O)Nc3cccc(F)c3)C2)C1,-2.3%,-12.8%,i,-3.6%,i,i,i,16.9%,0.1%[11.4 µM],i,4.0%
CCc1c(C)sc(NC(=O)c2cc(C3CC3)on2)c1C#N,-7.8%,7.4%,.,0.8%,.,.,.,24.0%,0.2%,.,86.7%
O=C(Nc1cc(C(=O)N2CCOCC2)ccc1N1CCCC1)c1cccs1,-3.1%,-18.4%,?,1.2%,?,i,i,1.6%,2.1%,?,5.4%
COc1cc2c(cc1OC)CN(Cc1cc(=O)n3cc(C)ccc3n1)CC2,-0.4%,5.3%,i,0.0%,i,?,i,6.7%,2.2%,i,4.2%
CN(CCCNC(=O)C1CCC(=O)N1Cc1ccc(F)cc1)c1ccccc1 (stereo not given),-0.9%,-25.9%,.,-5.3%,.,.,.,?,2.9%,.,-16.0%
CC(C)C(NC(=O)OC(C)(C)C)C(=O)N1CCCC1C(=O)NC(Cc1ccccc1)C(N)=O (stereo not given),3.6%,-5.0%,i,-4.4%,i,i,i,9.6%,1.6%,i,-1.5%

# More structures
SMILES,Caspase-7 inhib,ERK AVP block,4MU fluor,Caspase-1 inhib,A350 fluor,TexasRed autofl,Rhodamine fluor,HEK293 cAMP cs,Luciferase inh,Fluorescein autfl,Tau fil binding
Cc1cc(N2CCCCC2)n2ncc(-c3ccc(Cl)cc3)c2n1,-1.6%,11.1%,3.78e-07M*,-4.2%,3.8e-07M*,i,i,2.8%,12.6µM*,i,-9.8%
Cc1noc(C)c1-c1nccc(NCc2ccccc2)n1,2.3%,-8.4%,i,-1.4%,i,i,i,?,-0.5%[2.29 µM],i,-12.3%
CCc1nnc(NC(=O)c2cccc(S(=O)(=O)N3CCc4ccccc43)c2)s1,-6.1%,-26.7%,i,1.4%,i,i,i,9.4%,5.5%,i,34.6%
Cc1nn(-c2ccccc2)c(C)c1C(=O)OCC(=O)NCc1ccco1,0.5%,8.5%,i,1.7%,i,i,i,11.7%,-6.2%,?,3.4%
Cc1cc(C)c2c(=O)[nH]n(C3CCOC(C)(C)C3)c2n1 (stereo not given),-1.1%,-8.0%,.,0.5%,.,.,.,3.2%,-8.1%,.,-9.3%
O=C(CSc1ccc2nnc(-c3cccnc3)n2n1)N1CCc2ccccc21,2.1%,.,.,-1.9%,.,.,.,-3.0%,0.7%,.,-7.2%
CCOC(=O)c1c(C)c(C(=O)N2CCCCCC2)c(C)n1C,0.3%,-13.8%,i,-0.6%,i,i,i,?,0.5%,i,-0.2%
CCOC(=O)c1n[nH]c2ccccc12,.,.,i,.,i,i,i,.,1.5%[25.5 µM],?,.
CCOc1cccc(-c2nnc3sc(-c4ccc(C)cc4)nn23)c1,.,.,i,.,?,i,i,.,0.2%[25.5 µM],i,.
CCOC(=O)C1=C(C)NC(SCc2cc(=O)[nH][nH]2)=C(C#N)C1c1cccs1 (stereo not given),-26.8%,1.9%,?,-0.9%,?,i,i,-24.6%,0.4%,i,-12.6%
CCOC(=O)C1=C(Nc2ccccc2)OCC1=O,-2.1%,-11.3%,i,1.0%,i,i,i,-2.2%,-0.8%,i,2.4%
Cc1cccc(N(C)S(=O)(=O)c2ccc3[nH]c(=O)c(=O)[nH]c3c2)c1,0.3%,-1.2%,i,-1.0%,i,i,i,0.8%,4.2%,i,16.7%
COc1cc(NS(=O)(=O)c2ccc(NC(=O)C34CC5CC(CC(C5)C3)C4)cc2)ncn1,-1.2%,1.0%,.,-2.0%,.,.,.,2.2%,0.0%,.,1.4%
Clc1ccccc1CNCC1CCC(CNCc2ccccc2Cl)CC1 (stereo not given),0.8%,-20.4%,.,-2.0%,.,.,.,1.7%,-19.1%,.,-61.2%
Oc1c(Cl)cc(Cl)cc1CNc1ccc(Br)cn1,.,.,i,.,i,i,i,.,2.6%[25.5 µM],?,.
CC(C)CCSc1nc2c(c(=O)[nH]c(=O)n2C)n1CCc1ccccc1,-2.2%,?,i,0.7%,i,i,i,10µM*,-5.3%,?,-4.9%
CCOn1c(=O)c(-c2cc3ccccc3o2)[n+]([O-])c2ccccc21,-21.8%,?,2.1e-08M*,-16.9%,1.94e-08M*,i,i,-19.1%,-11.2%,1.31e-07M*,149.9%
COc1ccc(Br)cc1C1SCCN1S(C)(=O)=O (stereo not given),0.0%,13.4%,i,0.7%,i,i,i,7.8%,-1.1%,i,-2.3%
c1ccc(/C(=N/Nc2nc3ccccc3s2)c2ccccn2)cc1,0.2%[11.5 µM],-31.3%[11.5 µM],i,-4.3%[11.5 µM],i,i,i,16.1%[11.4 µM],-1.0%[11.4 µM],?,-27.5%[11.4 µM]
NCCNc1cccc2ccccc12,-5.9%,-23.4%,.,-6.3%,.,.,.,-48.7%[inhibitor],.,.,?
CCOc1ccc(S(=O)(=O)N(C)C)cc1-c1nc2c(C(C)(C)C)nn(C)c2c(=O)[nH]1,.,.,6.82e-08M*,.,1.06e-07M*,i,i,.,0.3%[25.5 µM],i,.
Cc1nc(N2CCN(Cc3ccc4c(c3)OCO4)CC2)nc2c1C(=O)CC(c1ccco1)C2 (stereo not given),-0.7%,-12.0%,?,-2.2%,?,?,i,?,2.8%,i,2.8%
CC(C)Sc1nc2c(c(=O)n1C)SC(C)C2 (stereo not given),2.2%,.,.,2.0%,.,.,.,22.7%,0.9%,.,-2.1%
CCN1C(=O)c2ccccc2S(=O)c2ccc(C(=O)N3CCCC3)cc21 (stereo not given),0.4%,-28.6%,.,0.8%,.,.,.,13.7%,3.1%,.,-8.1%
Cn1c(-n2c(CCCN3C(=O)c4ccccc4C3=O)nc3ccccc3c2=O)nc2ccccc21,1.0%,?,.,-0.6%,.,.,.,6.8%,1.8%,.,-2.2%

# Some of the compounds tested, so the mix of outcomes need not match the whole.
